Screens as filed in PubChem BioAssay.
PGE2 EP2 inh: blocks the human prostaglandin E2 receptor EP2; P43116; C6 glioma cells expressing human EP2, cAMP TR-FRET; cells stimulated with saturating PGE2; inhibition, % at 25 µM; hit rate 0.52% among 260,000;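 active = percent inhibition above 40 after rounding to a whole number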;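 note: rat C6 glioma host cells with rolipram phosphodiesterase inhibitor present; the protocol text gives 20 µM as final concentration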
Target sequence (P43116 whole entry, looked up): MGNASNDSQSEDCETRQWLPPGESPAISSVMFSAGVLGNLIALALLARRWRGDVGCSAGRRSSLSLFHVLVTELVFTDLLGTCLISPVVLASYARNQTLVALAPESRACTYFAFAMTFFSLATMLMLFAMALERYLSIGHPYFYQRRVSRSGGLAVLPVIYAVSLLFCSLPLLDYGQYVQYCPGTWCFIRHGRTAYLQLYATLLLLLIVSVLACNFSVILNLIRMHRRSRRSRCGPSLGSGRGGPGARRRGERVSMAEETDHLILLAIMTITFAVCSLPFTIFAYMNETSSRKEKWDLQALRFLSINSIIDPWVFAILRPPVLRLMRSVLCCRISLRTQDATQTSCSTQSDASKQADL
EP2 modulator: modulates human prostaglandin E2 receptor EP2 signaling; induction, % at 25 µM; EP2-expressing cells, cAMP HTRF FRET, PGE2 co-stimulation; P43116; hit rate 0.83% among 260,000;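 active = compounds whose cAMP rise, as percent of the full-agonist control response, exceeds 60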;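 note: rat C6 glioma line stably carrying human EP2 under a CMV promoter; the protocol text gives 20 µM as final concentration; 100% = response of wells given 1 µM PGE2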
Active calls of the source: *; & = joins results of further samples.

No.	Structure	PGE2 EP2 inh	EP2 modulator
1	COc1cccc(/C(O)=C2/C(=O)C(=O)N(Cc3ccncc3)C2c2ccc(O)c(OC)c2)c1 (centres undefined)	7	17
2	Cc1nn(Cc2ccccc2)c(C)c1NC(=O)c1cc2n(n1)C(C(F)(F)F)CC(c1ccco1)N2 (centres undefined)	14	-33
3	CCC(C)c1ccc(OC2OC(CO)C(O)C(O)C2NC(C)=O)cc1 (centres undefined)	9	-11
4	COC(=O)c1cccc(S(=O)(=O)N(Cc2cccnc2)Cc2cc3cc(C)c(C)cc3[nH]c2=O)c1	16	-69
5	CCN(CC)CCOC(=O)C(c1ccccc1)C1CCCCC1 (centres undefined)	14	31
6	Cc1cc[n+](CC(=O)OCC23CC4CC(CC(C4)C2)C3)cc1	10	-1
7	O=C(Nc1ccc2c(c1)Cc1ccccc1-2)[C@@H]1[C@H](C(=O)O)[C@]2(Cl)C(Cl)=C(Cl)[C@@]1(Cl)C2(Cl)Cl	42*	-26
8	Cc1[nH][nH]c(=O)c1C(c1cn(-c2ccccc2)nc1-c1cccs1)c1c(C)[nH][nH]c1=O	11	-22

Additional compounds.
No.	Structure	PGE2 EP2 inh	EP2 modulator
9	COc1ccc(-c2nnc(SCC(=O)Nc3ccc(Cl)c(Cl)c3)n2C)cc1OC	15	-20
10	COc1ccccc1CNc1nc2ccccc2n1CCN1CCOCC1	9	-13
11	O=C(CN1C(=O)[C@@H]2CCCN2C(=O)c2ccccc21)NCc1cccc(Cl)c1	6	6
12	COc1c(C)cc(S(=O)(=O)NCc2ccco2)c(C)c1C	7	9
13	CCc1ccc2nc(-c3ccc(F)cc3)nc(SCC(=O)NC3CC3)c2c1	8	32
14	CN(C)CCNS(=O)(=O)N(C)C	14	-7
15	Cc1ccc(-c2nnn(CC(=O)N(CC(=O)NC3CCCC3)C3CCCCC3)n2)cc1	6	-12
16	O=S(=O)(Nc1cc(Cl)ccc1Cl)c1ccc2c(c1)OCCO2	4	-18

Next section
No.	Structure	PGE2 EP2 inh	EP2 modulator
17	C=CCn1ncc(CN2C[C@@H]3CCCN3C[C@@H]2Cc2ccccc2)c1C	4	-34
18	CSc1nc(C)cc(Nc2ccc(O)c(CN3CCOCC3)c2)n1	44*	6
19	O=C(Cc1ccccc1)Nc1cc(C(F)(F)F)ccc1N1CCOCC1	7	38
20	CCN(CC)CCN(Cc1cc2cc(C)ccc2[nH]c1=O)C(=S)NCCCOC	11	-19
21	CCC(C)NC(=O)CSc1nc2ccc(C(C)C)cc2cc1C#N (centres undefined)	7	6
22	Cc1ccc2nc3c(cc(C#N)c(=N)n3CCN3CCOCC3)c(=O)n2c1	20	3
23	CC(=O)Oc1ccc2c(c1)CCC1C2CC[C@]2(C)C(=O)CCC12 (some centres undefined)	5	-30
24	CCOCCCNC(=O)C1CCN(S(=O)(=O)c2cc(Cl)ccc2Cl)CC1	5	15

Following part
No.	Structure	PGE2 EP2 inh	EP2 modulator
25	Cc1cccc(C)c1NC(=O)CN1C(=O)C(C)(C)Oc2ccc(C(=O)NC3CCCC3)cc21	6	10
26	c1ccc(-c2c3c(cc4ccccc24)C[N+]2(CCCCC2)C3)cc1	14	-6
27	COc1ccc(NC(=O)CSc2nnc(-c3ccc(C)cc3)o2)c(OC)c1	11	-60
28	COc1ccc2c(c1)NC1(CCN(C(=O)CCn3nnc4ccccc43)CC1)c1cccn1-2	8	-39
29	COc1ccc(S(=O)(=O)N2CCC(C(=O)Nc3cc(C)ccc3C)CC2)cc1OC	6	-19
30	CC(C)(C)c1nc2ccccc2c2nn(CC(N)=O)c(=O)n12	10	-14
31	CCCn1c(SCC(=O)Nc2ccc(OC)cc2)nnc1-c1ccccn1	8	-17
32	CNC(=O)c1c(NCc2cccc(OCc3cccnc3)c2)cnn1C	2	-36

Next section:
No.	Structure	PGE2 EP2 inh	EP2 modulator
33	CC(=O)Nc1cccc(NC(=O)CSc2nc(C(C)C)nc3ccccc23)c1	11	-28
34	CCC(C)(C)n1nnnc1C(c1cc2cc(OC)c(OC)cc2[nH]c1=O)N1CCOCC1 (centres undefined)	9	-1
35	CCOc1ccc(OCC)c(NC(=O)Cn2nc(-c3ccco3)cc(N)c2=O)c1	5	5
36	CCc1ccc2[nH]c3nc(SCC(=O)OC)nnc3c2c1	4	-26
37	COc1cc(OC)c2c(=O)c(O)c(-c3ccc(OC)c(OC)c3)oc2c1	16	-15
38	COc1ccccc1OCCN(C)C(=O)c1cnc(N(C)C)nc1	5	-6
39	O=C(Cc1ccc(Cl)cc1)N1CCCC(c2noc(-c3ccccn3)n2)C1 (centres undefined)	5	-35
40	CN(CCOc1ccccc1)C(=O)COc1ncnc2ccccc12	9	-42

Following part.
No.	Structure	PGE2 EP2 inh	EP2 modulator
41	COC(=O)/C(=C\C(C)=C\c1cccs1)C(C)=O	25	0
42	CCOc1cc(CCC(=O)Nc2n[nH]c(CC)n2)on1	7	-9
43	CCc1cc2ccc(C)c(C)c2nc1SCC(=O)NC(C)(C)C	16	25
44	CCOC(=O)c1ccc(NC(=O)c2cc(C)nc3ccccc23)cc1	6	-43
45	CC(C)C1=CC2=CCC3[C@](C)(CCC[C@]3(C)C(=O)O)C2CC1 (some centres undefined)	10	25
46	C[C@@H](Cn1nnc2ccccc21)NC(=O)CCn1nnc2ccccc21	6	22
47	COc1ccc(Cn2nnnc2CN(Cc2cc3ccc(C)cc3[nH]c2=O)C2CCCCC2)cc1	11	21
48	CNC(=S)N(Cc1ccco1)Cc1cc2ccc(C)cc2[nH]c1=O	11	-23

Another view of some results above.
Screens in order: PGE2 EP2 inh | EP2 modulator
1) COc1cccc(/C(O)=C2/C(=O)C(=O)N(Cc3ccncc3)C2c2ccc(O)c(OC)c2)c1 (centres undefined)
    7 | 17
2) Cc1nn(Cc2ccccc2)c(C)c1NC(=O)c1cc2n(n1)C(C(F)(F)F)CC(c1ccco1)N2 (centres undefined)
    14 | -33
3) CCC(C)c1ccc(OC2OC(CO)C(O)C(O)C2NC(C)=O)cc1 (centres undefined)
    9 | -11
4) COC(=O)c1cccc(S(=O)(=O)N(Cc2cccnc2)Cc2cc3cc(C)c(C)cc3[nH]c2=O)c1
    16 | -69
5) CCN(CC)CCOC(=O)C(c1ccccc1)C1CCCCC1 (centres undefined)
    14 | 31
6) Cc1cc[n+](CC(=O)OCC23CC4CC(CC(C4)C2)C3)cc1
    10 | -1
7) O=C(Nc1ccc2c(c1)Cc1ccccc1-2)[C@@H]1[C@H](C(=O)O)[C@]2(Cl)C(Cl)=C(Cl)[C@@]1(Cl)C2(Cl)Cl
    42* | -26
8) Cc1[nH][nH]c(=O)c1C(c1cn(-c2ccccc2)nc1-c1cccs1)c1c(C)[nH][nH]c1=O
    11 | -22
9) COc1ccc(-c2nnc(SCC(=O)Nc3ccc(Cl)c(Cl)c3)n2C)cc1OC
    15 | -20
10) COc1ccccc1CNc1nc2ccccc2n1CCN1CCOCC1
    9 | -13
11) O=C(CN1C(=O)[C@@H]2CCCN2C(=O)c2ccccc21)NCc1cccc(Cl)c1
    6 | 6
12) COc1c(C)cc(S(=O)(=O)NCc2ccco2)c(C)c1C
    7 | 9
13) CCc1ccc2nc(-c3ccc(F)cc3)nc(SCC(=O)NC3CC3)c2c1
    8 | 32
14) CN(C)CCNS(=O)(=O)N(C)C
    14 | -7
15) Cc1ccc(-c2nnn(CC(=O)N(CC(=O)NC3CCCC3)C3CCCCC3)n2)cc1
    6 | -12
16) O=S(=O)(Nc1cc(Cl)ccc1Cl)c1ccc2c(c1)OCCO2
    4 | -18
17) C=CCn1ncc(CN2C[C@@H]3CCCN3C[C@@H]2Cc2ccccc2)c1C
    4 | -34
18) CSc1nc(C)cc(Nc2ccc(O)c(CN3CCOCC3)c2)n1
    44* | 6
19) O=C(Cc1ccccc1)Nc1cc(C(F)(F)F)ccc1N1CCOCC1
    7 | 38
20) CCN(CC)CCN(Cc1cc2cc(C)ccc2[nH]c1=O)C(=S)NCCCOC
    11 | -19
21) CCC(C)NC(=O)CSc1nc2ccc(C(C)C)cc2cc1C#N (centres undefined)
    7 | 6
22) Cc1ccc2nc3c(cc(C#N)c(=N)n3CCN3CCOCC3)c(=O)n2c1
    20 | 3

(more compounds)
No.	Structure	PGE2 EP2 inh	EP2 modulator
49	Cc1nc2ccc(NC(=O)C3CCCCC3)cc2c(=O)n1Cc1ccc(Cl)cc1	31	-76
50	CCc1nnc(NC(=O)CSc2nnnn2-c2ccc3c(c2)OCCO3)s1	15	-29
51	COc1ccc(C(=O)N2CCC(C(=O)Nc3cc(C)ccc3OC)CC2)cc1	12	-13
52	Cc1nc(N2CCN(C(=O)c3ccc(F)cc3)CC2)c2c(C)c(C)sc2n1	22	-15
53	CC1CCCC(C)N1C(=O)CSc1nnc(NC(=O)c2ccc(F)cc2F)s1 (centres undefined)	13	0
54	COc1ccc(OC)c(-c2csc(N(CCc3ccccc3)C(=O)c3cccs3)n2)c1	10	29
55	CCOc1ccc(C2C(C#N)=C(N)Oc3n[nH]c(-c4cc(OC)ccc4OC)c32)cc1 (centres undefined)	7	-13
56	Cc1cc(C)nc(NS(=O)(=O)c2ccc(Nc3nc(-c4ccccc4)cs3)cc2)n1	26	-77

The list continues:
No.	Structure	PGE2 EP2 inh	EP2 modulator
57	CC1CC(C)CN(C(=O)Cn2c(SCC(=O)NC(C)C)nc3ccccc32)C1 (centres undefined)	8	10
58	C[n+]1cn(CC(O)COc2ccc3ccccc3c2)c2ccccc21 (centres undefined)	7	-2
59	COc1ccc(CNC(=O)[C@@H]2C=CCN2S(C)(=O)=O)cc1	6	-29
60	NC(N)=N[C@@H]1C(O)[C@H](N=C(N)N)[C@@H](O)C(O)[C@H]1O (some centres undefined)	51*	1
61	CCOc1ccc(Cl)cc1C(c1c(C)[nH][nH]c1=O)c1c(C)[nH][nH]c1=O	13	14
62	CCn1c(CN2CCC3(CC2)NC(=O)c2ccccc2O3)nc2ccccc21	6	-15
63	CCCc1c(C)c2cc(Cl)c(O)cc2oc1=O	23	-39
64	CCC(Sc1nnc(-c2ccncc2)n1C)C(=O)Nc1ccc(Cl)cc1 (centres undefined)	18	-29

Next entries follow:
No.	Structure	PGE2 EP2 inh	EP2 modulator
65	C=C(C)Cn1c(SCc2ccccc2)nc2c1c(=O)[nH]c(=O)n2C	34	55
66	CC(=O)NNC(=O)CCCN1C(=O)/C(=C/c2ccc3c(c2)OCO3)SC1=S	15	-135
67	Cc1[nH]nc2c1C(c1cc(COc3ccc(F)cc3)c(C)s1)C(C#N)=C(N)O2 (centres undefined)	24	-126
68	C[C@@H]1NCC[C@H](CC(=O)O)[C@H]1CC(=O)O	14	10
69	CC(C)(Oc1ccc(-c2cccc3ccccc23)cc1)C(=O)O	18	40
70	Cc1cc2oc(C(=O)NC(C)c3nc(-c4cccnc4)n[nH]3)cc(=O)c2cc1C (centres undefined)	5	-25
71	O=C(CN1CCC(O)(c2ccccn2)CC1)NC(c1ccccc1)c1ccccc1	7	-11
72	Cc1ccc(-n2ncc3c2CCCC3NC(=O)c2scnc2C)cc1C (centres undefined)	6	-77

Next section
No.	Structure	PGE2 EP2 inh	EP2 modulator
73	Cc1[nH]nc2c1C(c1cn(CC(=O)N3CCCCCC3)c3ccccc13)C(C#N)=C(N)O2 (centres undefined)	12	-57
74	COC(=O)c1c(NC(=O)COc2ccccc2C)sc2c1C(C(=O)OC)CC2 (centres undefined)	12	40
75	Cc1nc2c(c(=O)[nH]1)CCN(Cc1ccc(N3CCCCC3)cc1)C2	4	-28
76	NCCNC(=O)c1c(O)c2cccc3c2n(c1=O)CCC3	12	-31
77	CCCn1c(SCC(=O)Nc2ccc(C)cc2C)nnc1-c1ccco1	6	-20
78	COc1ccc(CN2CCN(C(=O)c3cc(OC)cc(OC)c3)CC2)cc1	15	-16
79	CC1(C)CC2(CC(c3ccccc3Cl)c3ccc(O)cc3O2)NC(=O)N1 (centres undefined)	4	-2
80	COc1ccccc1NC(=O)c1sc(NC(=O)COc2ccccc2)c(C#N)c1C	13	66*

(more compounds)
No.	Structure	PGE2 EP2 inh	EP2 modulator
81	Cc1nn(-c2ccccc2)c2[nH]c(=O)c(CNCc3ccccc3OC(C)C)cc12	10	-48
82	C#CCOc1ccc(CN2CCC(O)(c3ccccc3OC)CC2)cc1OC	5	-28
83	O=C(NC1CCN(Cc2cnc(N3CCCCC3)nc2)CC1)C1CCCC1	3	-13
84	CCC(=O)Nc1ccc(NC(=O)CSc2nc(C3CC3)nc3sc(C)c(C)c23)cc1	6	-3
85	CC(C)(C)NC(=O)CSc1nc2ccccc2n1CC(=O)N1CCCCC1	8	-14
86	C=C(C)CC(Nc1ccco1)c1ccccc1C (centres undefined)	5	61*
87	COc1ccc(-n2c(SCC(=O)Nc3cccc(O)c3)nnc2-c2cccnc2)cc1	7	14
88	O=C(O)c1cccnc1C(=O)O	9&14	24&19

3 records drawn at random from the list so far, as already listed:
No.	Structure	PGE2 EP2 inh	EP2 modulator
83	O=C(NC1CCN(Cc2cnc(N3CCCCC3)nc2)CC1)C1CCCC1	3	-13
81	Cc1nn(-c2ccccc2)c2[nH]c(=O)c(CNCc3ccccc3OC(C)C)cc12	10	-48
88	O=C(O)c1cccnc1C(=O)O	9&14	24&19

The listing continues.
No.	Structure	PGE2 EP2 inh	EP2 modulator
89	O=C(CSc1nc(-c2cccs2)cc(C(F)(F)F)n1)NC1CCCCC1	16	-117
90	CC(=O)N1c2ccc(NC(=O)CSc3nccc4ccccc34)cc2CC1C (centres undefined)	14	-44
91	CCc1cc2cc3c(cc2nc1SCC(=O)Nc1cc(OC)cc(OC)c1)OCO3	12	69*
92	CCCC(c1nnnn1C1CCCC1)N(Cc1cc2cc(C)ccc2[nH]c1=O)C1CCCC1 (centres undefined)	5	38
93	COc1ccc(C2(C(=O)NC(C)Cc3ccccc3)CCOCC2)cc1OC (centres undefined)	7	-5

Some of the compounds tested (hit frequency here may not be typical).
